Kir21 inh = Kir2.1 (mouse) channel inhibition; P35561; B-score at 10 µM; HEK293-Kir2.1, FluxOR thallium flux fluorescence; stronger effect = lower value; 310,000 compounds, 0.85% hits;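 active means fluorescence ratio B-score at or below minus 3 SD of library scores, with starting-brightness B-score within 2 SD, cut at about -4.2 in these data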;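 further: channel flux triggered by added potassium and thallium sulfate stimulus; B-score of peak minus minimum fluorescence over baseline after thallium stimulus; more negative B-score means stronger Kir2.1 block with less thallium influx; some compounds called inactive have numbers as strong as hits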
Target sequence (P35561 whole entry, looked up): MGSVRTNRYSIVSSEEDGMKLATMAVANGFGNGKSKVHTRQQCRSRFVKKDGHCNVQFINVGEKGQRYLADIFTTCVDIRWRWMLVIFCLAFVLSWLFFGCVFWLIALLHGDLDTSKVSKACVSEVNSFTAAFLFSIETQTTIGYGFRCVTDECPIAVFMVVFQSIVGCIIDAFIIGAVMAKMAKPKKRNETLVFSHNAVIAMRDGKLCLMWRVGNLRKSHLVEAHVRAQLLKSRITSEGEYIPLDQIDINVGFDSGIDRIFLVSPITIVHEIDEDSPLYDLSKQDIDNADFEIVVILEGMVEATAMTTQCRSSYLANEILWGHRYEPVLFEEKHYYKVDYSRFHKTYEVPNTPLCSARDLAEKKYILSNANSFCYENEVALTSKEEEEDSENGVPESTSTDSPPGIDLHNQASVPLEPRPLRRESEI
KCNQ2 block = KCNQ2 potassium channel inhibitors, primary screen, cell-based, CHO-K1, FluxOR thallium flux, B-score (AID 2156); 310,000 compounds, 1.1% hits; O88943; B-score at 10 µM; 20 min; stronger effect = lower value;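 active means fluorescence ratio B-score at most minus 3 library SDs, with starting brightness B-score within 2 library SDs, cut at about -5.5 in these data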
An asterisk follows results filed as active; i = inactive.

Kir21 inh | KCNQ2 block | SMILES
1.5 | i | COc1ccc(C2/C=C\CN(C(=O)Nc3ccccc3)CC(=O)N2Cc2ccc(F)cc2)cc1 (stereo not given)
-0.89 | i | COc1ccc2c(c1)CC/C(=C\C=C\c1ccccc1OC)C2=O
0.65 | i | CC(=O)NC(Cc1ccccc1C)C(=O)NC1CCN(C(=O)NCc2ccccc2)CC1 (stereo not given)
-2.8 | i | CCOC(=O)c1c(C)[nH]c(C)c1C(=O)COC(=O)c1cc2ccccc2cc1OC
0.83 | i | O=C(C1=C[C@@H]2[C@H]3C(=O)N(c4ccccc4)C(=O)[C@H]3[C@@H](C(=O)c3ccc(Cl)cc3)N2C=C1)c1ccccc1
0.1 | i | CC(C)(C)C1(c2ccccc2)NC(=O)N(CC(=O)N2CCOCC2)C1=O (stereo not given)
3 | i | O=C(CN1CCNCC1)Nc1ccc(Oc2ccccc2)cc1
-0.4 | i | CN1CCC(OC(=O)COc2ccccc2)CC1
-6.3* | i | COc1ccc(N2CCC(CNC(=S)Nc3c(C)cccc3C)C2)cc1 (stereo not given)
1.6 | i | Cc1cccnc1NS(=O)(=O)c1cccc([N+](=O)[O-])c1
-0.09 | i | Cc1cc(C)nc(NC(=O)/C=C/c2ccc3c(c2)OCO3)c1
1.4 | i | Cc1cccc(NC(=O)COC(=O)c2ccccn2)c1
-0.4 | i | Cc1nnc(NC(=O)Cc2cccs2)s1
0.15 | i | CCC(=O)N1CCc2cc(S(=O)(=O)CCC(=O)Nc3ccc(F)c(F)c3)ccc21
2.3 | i | Cc1sc2ncnc(N3CCC(C(=O)Nc4nnc(CC(C)C)s4)CC3)c2c1C
-1.4 | i | Cc1ccccc1NS(=O)(=O)c1ccc2c(c1)NC(=O)CO2
3.1 | i | CCN(CC)c1ccc(C=Nc2cc(C)cc(C)c2)c(O)c1
-2.6 | i | COC(CNS(=O)(=O)c1ccc(Cl)cc1)c1ccccc1 (stereo not given)
-1.7 | i | O=C(CSc1nnc(CN2CCOCC2)n1-c1ccc(Cl)cc1)Nc1cc(Cl)ccc1O
-0.55 | i | O=C(CSCc1c(Cl)cccc1Cl)Nc1ccccc1C(=O)N1CCOCC1
1.6 | i | C=Cc1ccc(CN2CCCN(Cc3ccc(F)cc3)S2(=O)=O)cc1
-0.78 | i | CCOn1c(=O)c(-c2ccc(Cl)cc2)[n+]([O-])c2ccccc21
2.3 | i | COc1ccccc1OCCNc1cc(N2CCCCC2)ccc1[N+](=O)[O-]
-0.23 | i | Cc1cc(N2CCC(C(=O)Nc3ccc(F)cc3)CC2)nc(-c2ccccc2)n1
-0.88 | i | S=C(NCc1ccccc1)NNc1nc2ccccc2[nH]1
-0.84 | i | O=[N+]([O-])c1ccc(-c2nnc(-c3ccccc3)c(N3CCOCC3)n2)cc1
1.2 | i | Cc1cccc(C(=O)Nc2nnc(S(=O)(=O)N3CCC(C)CC3)s2)c1
0.5 | i | CCCC(=O)NC(=S)Nc1c(C)cc(Br)cc1C
0.44 | i | CN(C)c1cccc2c1c(NC(=O)Nc1ccc(F)cc1F)nn2C
-0.92 | i | CC(=O)N/C(=C/c1ccc2c(c1)OCO2)C(=O)NCC(=O)O
0.01 | i | Cc1ccc(C2C(C(=O)c3cc4ccccc4o3)=C(O)C(=O)N2CCN2CCOCC2)cc1 (stereo not given)
-0.36 | i | C=CCn1c(SCC(=O)Nc2cccc3ccccc23)nnc1-c1cnccn1
-0.18 | i | COCCNC(=O)c1ccc(Cl)c(Cl)c1
-0.2 | i | CCN(Cc1ccccc1)C(=O)CN1C(=S)NC(C)(C)CC1C (stereo not given)
-0.01 | i | CC(C)(C)OC1NS(=O)(=O)OCC1NCOC(Cl)(Cl)Cl (stereo not given)
0 | i | COc1ccc(S(=O)(=O)N(CC(=O)N/N=C/c2ccccc2C(=O)O)c2ccccc2OC)cc1
-0.44 | i | O=C1C=C(NNC(=O)c2cccnc2)CC(c2ccco2)C1 (stereo not given)
1.5 | i | NC(=O)c1cc2n(n1)C(C(F)(F)F)CC(c1ccco1)N2 (stereo not given)
2.2 | i | COc1ccc(NC(=O)CN2C(=O)CSc3ncccc32)cc1
-1.1 | i | CSCc1c(C(=O)NC2CCCc3ccccc32)oc2ccccc12 (stereo not given)

Structures listed so far marked active in Kir21 inh.
Kir21 inh | KCNQ2 block | SMILES
-6.3* | i | COc1ccc(N2CCC(CNC(=S)Nc3c(C)cccc3C)C2)cc1 (stereo not given)

Next compounds:
Kir21 inh | KCNQ2 block | SMILES
1 | i | O=C(Nc1cccc(C(=O)N2CCN(Cc3ccccc3)CC2)c1)c1ccccc1
-0.11 | i | CCOC(=O)CSC(C)C(=O)Nc1nnc(C(C)C)s1 (stereo not given)
0.23 | i | Cc1ccc(NC(=S)N2CCCC2)cc1C
-0.14 | i | Cc1ccc(S(=O)(=O)Nc2ccc(C(=O)NCc3ccccn3)cc2)cc1
-0.39 | i | COc1cc(OC)cc(C(=O)N[C@H](C(=O)Nc2ccc(F)cc2F)C(C)C)c1
0 | i | O=C(NCCS(=O)(=O)NCc1ccc(Cl)cc1)c1ccccc1
-0.23 | i | Nc1cc(-c2ccccc2)nn1Cc1ccccc1
-1.8 | i | CCc1ccc(CN2CCC(n3nccc3NC(=O)c3ccc4c(c3)OCO4)CC2)cc1
-1.1 | i | O=C1Nc2ccc3sc4ccccc4c3c2C1=O
-0.88 | i | Cc1cc(C)cc(SCc2noc(C(=O)NCC3CC3)c2C(=O)NCC2CC2)c1
1.2 | i | O=C1CS/C(=N/N=C/c2cccs2)N1Cc1ccc(F)cc1
1.6 | i | O=C(c1cnn2c(C(F)(F)F)cc(-c3ccco3)nc12)N1CCCc2ccccc21
-0.14 | i | COc1ccc(-c2csc(N=C(N)N)n2)cc1
0.88 | i | Cc1c(Nc2cc(N3CCCCCC3)c3nonc3c2[N+](=O)[O-])c(=O)n(-c2ccccc2)n1C
-1.3 | i | Cc1ccc(/C=[N+](\[O-])c2ccc(N(C)C)cc2)c2nsnc12
-0.84 | i | Nc1n[nH]c(-c2ccccc2)n1
2.8 | i | Cc1cccc(OCC(O)Cn2c(N3CCCCC3)nc3c2c(=O)[nH]c(=O)n3C)c1 (stereo not given)
0 | i | CN(c1ccc(C(=O)Nc2nccs2)cc1)S(=O)(=O)c1ccccc1
0.79 | i | CCCNC(=O)c1ccc2c(c1)C1C3CCC(C3)C1C(c1ccccc1)N2 (stereo not given)
-0.08 | i | CC(C)(C)c1ccccc1OCC(O)CN1CCN(c2ccccn2)CC1 (stereo not given)

Grouped by structure: the entries above with an NH in an aromatic ring.
Kir21 inh | KCNQ2 block | SMILES
-2.8 | i | CCOC(=O)c1c(C)[nH]c(C)c1C(=O)COC(=O)c1cc2ccccc2cc1OC
-0.88 | i | S=C(NCc1ccccc1)NNc1nc2ccccc2[nH]1
-0.84 | i | Nc1n[nH]c(-c2ccccc2)n1
2.8 | i | Cc1cccc(OCC(O)Cn2c(N3CCCCC3)nc3c2c(=O)[nH]c(=O)n3C)c1 (stereo not given)

Remaining list, next part:
Kir21 inh | KCNQ2 block | SMILES
-1 | i | COc1ccc(S(=O)(=O)Nc2cccc(N(C)S(C)(=O)=O)c2)cc1Br
1.2 | i | O=C(Cc1ccc([N+](=O)[O-])cc1)N/N=C/c1cccs1
2 | i | COc1ccc2cc(C(=O)NCc3ccco3)c(=Nc3ccc(C(=O)O)cc3)oc2c1
-2.1 | i | Cc1ccc(SCC(=O)NCCSC(C)(C)C)cc1
0.18 | i | CC(C)c1ccc(NC2CCCN(C(=O)c3cc(C(C)C)[nH]n3)C2)cc1 (stereo not given)
-3 | i | CSCC[C@H](NC(=O)[C@@H]1Cc2ccccc2CN1)C(=O)Nc1ccc2c(c1)OCCO2
1.8 | i | Cn1c(=O)c2c(O)c(C=Nc3ccc(F)cc3)c(=O)n(C)c2n(C)c1=O
-0.36 | i | CCOC(=O)CSc1n[nH]c(-c2cccnc2)n1
0.06 | i | CC1CCN(C(=O)CSCC(=O)O)CC1
-0.96 | i | Cc1nn(C)c(Oc2cccc(Cl)c2)c1C(=O)O
-0.07 | i | Cc1cccc(C)c1NC(=O)CSc1nc(C2CC2)nc2ccccc12
0.33 | i | COc1ccc(C(=O)N2CCN(Cc3ccccc3C)CC2)cc1OC
0.82 | i | Cc1ccc(NCC(=O)N/N=C/c2cccc(Br)c2)cc1
0.19 | i | CC(=O)c1cccc(NC(=O)CN2C=NS(=O)(=O)c3ccc(C)cc32)c1
-0.63 | i | O=C(NCCc1ccccc1)C1=CCN(S(=O)(=O)c2ccccc2)CC1
0.02 | i | COc1cc(O)c(C(CCN2CCCC2)c2cc(OC)c(OC)c(OC)c2)c(OC)c1 (stereo not given)
-0.55 | i | CCN(CC)S(=O)(=O)c1ccc(C(=O)N2CCN=C2SCc2cccnc2)cc1
1.4 | i | CCOC(=O)c1ccc(NC(=O)Cn2nnc(-c3ccccc3C)n2)cc1
-0.23 | i | CC(C)(C)n1nnnc1CN1CCC(NC(=O)NC2CCCCC2)CC1
-0.18 | i | CCOC(=O)c1[nH]c2cc3c(cc2c1NC(=O)CN1CCC(C)CC1)OCO3
-1.3 | i | COc1ccc(NC(=O)c2cccnc2Nc2ccc(OC)cc2)cc1
0.17 | i | Cc1cc(C)c2[nH]c(C(=O)N3CCC(n4nccc4NC(=O)C4CC4)CC3)c(C)c2c1
-0.47 | i | CCC(C)(C(=O)NC1CCCCC1)N(C(=O)c1cnccn1)c1c(C)n(C)n(-c2ccccc2)c1=O (stereo not given)
-0.38 | i | N#Cc1c(-c2ccco2)ccn(Cc2ccc(F)cc2)c1=O
2.9 | i | Cc1n[nH]c(C)c1S(=O)(=O)N1CCN(C2CCCCC2)CC1
2.1 | i | CCc1cc2c(N[C@@H](Cc3c[nH]c4ccccc34)C(=O)O)ncnc2s1
-0.91 | i | Cc1cc(=O)n2[nH]c(N)c(N=Nc3ccccc3F)c2n1
0.26 | i | CC(C)(C)NC(=O)CSc1ncccc1-c1nc2ccccc2[nH]1
0.19 | i | Cc1nnc(NC(=O)CSc2nnc3ncccn23)s1
2.3 | i | Cc1cccc(Oc2ccc(NC(=O)c3ccccc3C(=O)O)cc2)c1
2.3 | i | O=C(N/N=C/c1cc(Br)c(O)c(Br)c1)C1CC1
-0.3 | i | CCOC(=O)C1CCN(S(=O)(=O)c2ccc(OC)c(Cl)c2Cl)CC1
-0.82 | i | CCCCn1c(N)c(N(CCOC)C(=O)CCCc2cccs2)c(=O)[nH]c1=O
-1.9 | i | N/C(=N\OC(=O)c1cccc(Cn2cc(C(F)(F)F)ccc2=O)c1)c1ccc(Cl)cc1
1.6 | i | CN(C)c1ccc(/C=N/NC(=O)c2ccc(Cn3cc(Br)cn3)o2)cc1
0.76 | i | CC(C)(C)c1ccc(C(=O)NN2C(=O)CSC2=S)cc1
-0.87 | i | O=C1CC(c2cccc(Cl)c2)CC(O)=C1C=NCCCO (stereo not given)
-0.74 | i | Cc1cc(C(=O)NNS(=O)(=O)c2ccc(F)cc2)nn1C(C)(C)C
0.06 | i | COc1ccc(C(=O)Nc2cccc3ccccc23)cc1
-0.01 | i | COc1ccc(C2C(C#N)=C(/N=C/N3CCN(C)CC3)OC3=C2C(=O)CC(C)(C)C3)cc1 (stereo not given)
0.01 | i | CCSc1ccccc1C(=O)NCc1ccc(S(N)(=O)=O)cc1
-1.4 | i | CC(SCc1nc2sc3c(c2c(=O)[nH]1)CCCC3)C(=O)Nc1ccccn1 (stereo not given)
0 | i | O=C(CCCC(=O)NCc1ccc(F)cc1)NCc1ccc(F)cc1
0.32 | i | O=C(O)Cn1nc(-c2ccc(Cl)cc2)ccc1=O
0.06 | i | Cc1cc(C)c(C)c(S(=O)(=O)N2CCN(C(=O)c3ccco3)CC2)c1C
-0.3 | i | Cc1cc(-n2c(=O)c(C#N)cc3c(=O)n4ccccc4nc32)no1
-1.4 | i | Oc1ccc(-c2nnc(Nc3ccccc3)c3ccccc23)cc1
0.01 | i | O=C(Nc1cccc(Cl)c1)NC1CCN(C2CCCCC2)C1 (stereo not given)
2 | i | COCCNC(=O)C(c1ccccc1C)N(C(=O)Cn1nnc2ccccc21)c1cccnc1 (stereo not given)
-4.7* | i | Cc1cccc2c1-c1sc(C(=O)NCCCN3CCCC(C)C3)cc1CO2 (stereo not given)
0.53 | i | CC(=O)Nc1ccc(S(=O)(=O)c2ccc(N)cc2)cc1
-3.4 | i | CCC(Sc1ncccc1C(=O)OC(C)C)C(=O)NCc1ccco1 (stereo not given)
0.16 | i | CC(=O)Nc1ccc(S(=O)(=O)N2CCCN(c3nc(C)cc(C)c3C#N)CC2)cc1
-0.15 | i | COc1ccc(NC(=O)CCNC(=O)c2ccco2)cc1S(=O)(=O)N(C)C
2.1 | i | CN(C)c1ccc(C2/C(=C(/O)c3ccc(Br)cc3)C(=O)C(=O)N2C)cc1 (stereo not given)
1.2 | i | O=C(O)c1ccc(N/N=C/C(Br)=C/c2ccccc2)cc1
-0.23 | i | Nc1ncc(S(=O)(=O)c2ccc(Cl)cc2)c(N)n1
-0.57 | i | CC(=O)c1ccc(Oc2ncnc(N)c2[N+](=O)[O-])cc1
1.8 | i | CCC(C)NC(=O)CSc1nc2cc3c(cc2c(=O)n1Cc1ccco1)OCO3 (stereo not given)
-1.2 | i | Cn1c(=O)c2c(nc(N/N=C/c3ccncc3)n2Cc2ccccc2)n(C)c1=O
0.01 | i | CCCn1c(=O)c(C(=O)NNC(=O)c2ccccc2Cl)c(O)c2ccccc21
-0.21 | i | Cc1nc2c(cc1NC(=O)c1ccccc1)nc(C)n2Cc1ccccc1

Entries of single compounds as entered above. Values in the order: Kir21 inh | KCNQ2 block
S=C(NCc1ccccc1)NNc1nc2ccccc2[nH]1 in the list: -0.88 | i
Cc1c(Nc2cc(N3CCCCCC3)c3nonc3c2[N+](=O)[O-])c(=O)n(-c2ccccc2)n1C in the list: 0.88 | i
COc1ccc(NC(=O)CCNC(=O)c2ccco2)cc1S(=O)(=O)N(C)C in the list: -0.15 | i
Cc1ccc(NCC(=O)N/N=C/c2cccc(Br)c2)cc1 in the list: 0.82 | i
